# RORgamma inh: blocks mouse ROR gamma transcriptional activity | P51450 | Drosophila S2 Gal4-RORgamma UAS-luciferase reporter, 20 h | Potency, µM (highest dose often 53.6 µM), for the others: at the top dose activity change, negative = inhibition, usual class: inhibitors | 5.4% of 310,000 active; note: potency is the fitted concentration of half-maximal effect; % is set by controls: 0 for no effect and ±100 for the full control effect; nearly all actives have a fitted effect of over 60% in size
# Target sequence (P51450 whole entry, looked up, the tested form may be a part): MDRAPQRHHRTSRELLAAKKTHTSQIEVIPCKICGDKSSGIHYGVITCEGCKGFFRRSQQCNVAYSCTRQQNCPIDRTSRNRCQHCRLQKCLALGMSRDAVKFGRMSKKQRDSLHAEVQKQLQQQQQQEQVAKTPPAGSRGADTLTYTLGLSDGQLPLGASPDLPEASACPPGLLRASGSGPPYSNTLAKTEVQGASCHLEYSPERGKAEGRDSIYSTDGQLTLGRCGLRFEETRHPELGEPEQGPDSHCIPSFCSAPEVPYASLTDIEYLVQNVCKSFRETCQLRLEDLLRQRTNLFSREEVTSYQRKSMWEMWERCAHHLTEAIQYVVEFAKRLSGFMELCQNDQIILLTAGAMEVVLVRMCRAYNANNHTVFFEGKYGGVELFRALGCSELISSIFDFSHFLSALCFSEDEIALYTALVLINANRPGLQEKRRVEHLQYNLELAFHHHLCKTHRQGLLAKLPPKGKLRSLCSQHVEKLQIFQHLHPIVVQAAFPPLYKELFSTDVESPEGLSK
#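 Using a luciferase readout, inhibitors were identified by reduced reporter activity in Drosophila cells coexpressing a copper-inducible Gal4–ROR gamma fusion and UAS-driven Photinus luciferase, incubated 20 hr after 700 uM copper sulfate.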
# FLuc modulator: inhibits or activates purified firefly luciferase, miR-21 counter-screen | purified FLuc, Km substrates, luminescence inhibition | Potency, µM (titrated, usually from 57.5 µM), for inactives: at the highest dose activity change, negative = inhibition, most hits filed as inhibitors | 6.9% of 360,000 active | AID 588342;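 note: potency is the fitted concentration of half-maximal effect; plate controls were vehicle for no effect and reference inhibitor for full effect; nearly all actives have a fitted effect of over 55% in size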
# Target sequence (P08659 whole entry, looked up): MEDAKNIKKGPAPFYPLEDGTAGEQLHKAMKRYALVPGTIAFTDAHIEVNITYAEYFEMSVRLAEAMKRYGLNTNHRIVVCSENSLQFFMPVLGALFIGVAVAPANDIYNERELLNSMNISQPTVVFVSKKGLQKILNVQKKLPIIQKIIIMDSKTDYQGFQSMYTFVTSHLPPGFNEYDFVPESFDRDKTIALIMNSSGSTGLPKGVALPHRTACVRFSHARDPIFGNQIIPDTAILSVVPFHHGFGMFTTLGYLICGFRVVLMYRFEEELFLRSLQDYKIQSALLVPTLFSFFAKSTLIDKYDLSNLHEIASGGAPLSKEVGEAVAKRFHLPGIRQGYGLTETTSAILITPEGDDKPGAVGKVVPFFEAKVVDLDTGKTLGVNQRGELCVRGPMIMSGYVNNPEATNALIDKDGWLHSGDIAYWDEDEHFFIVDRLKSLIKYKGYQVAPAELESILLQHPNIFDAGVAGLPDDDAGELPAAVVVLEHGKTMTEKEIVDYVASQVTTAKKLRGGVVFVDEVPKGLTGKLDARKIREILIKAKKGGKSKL
#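 Biochemical qHTS of compounds, final roughly 60 µM downward over six points, against 10 nM purified firefly luciferase using Km concentrations of substrates (10 uM D-luciferin, 10 uM ATP) in Tris acetate pH 7.5 buffer; luminescence output.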
# KCNH2 3.1 block: blocks the human KCNH2 3.1 channel isoform; U2OS KCNH2 3.1, thallium flux FluxOr; active compounds read low; activity change, % (tested at about 1.8 µM); 0.95% of 340,000 active;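 active = maximum activity change below -70%; inconclusive = maximum activity change from -70% to -50%; inactive = maximum activity change above -50%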;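 note: thallium influx rate constant from kinetic fluorescence after stimulation buffer; % is set by controls: 0 for no effect and ±100 for the full control effect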
#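 Kinetic fluorescence (2 min after stimulation buffer) measures Tl+ influx through KCNH2 3.1 expressed by viral transduction in U2OS cells; the rate constant is normalized against DMSO controls serving as positive and negative references.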
# MBNL1-CUG inh: MBNL1-poly(CUG) RNA binding inhibition | 0.036% of 280,000 active | TR-FRET MBNL1-His/biotin-(CUG)12 binding, 665/545 ratio | Potency, µM (top dose mostly 57.5 µM), inactives show top-dose activity change, negative = inhibition, most hits filed as inhibitors; active = well fitted inhibition curve with a large enough effect in the signal ratio, with a control signal flat, not every such curve was filed as active; inconclusive = small, poorly fitted or top-dose-only effect, or effect the other way, or a change in a side signal; inactive = no such curve, though single readings can be large or run the other way; the % refers to the signal ratio; note: potency is the fitted concentration of half-maximal effect; % is set by controls: 0 for no effect and ±100 for the full control effect
#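 MBNL1-His + Biotin-(CUG)12, cpd titration 92 nM–58 uM; Tb anti-His Ab 0.055 ng/ul, SA-XL665 5 nM (final); 60 min RT; ratiometric 665/545 nm, Ex 340 nm; normalized to buffer and full-complex controls.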
# Rab9 promoter act: activates the Rab9 promoter; Huh7 Rab9 promoter-luciferase reporter, luminescence, 24 h; Potency, µM (doses to about 9.22 µM), for inactives: at the highest dose activation, negative = inhibition, actives largely listed as activators; 2.8% of 320,000 active; note: potency is the fitted concentration of half-maximal effect; % of control where 0% means no effect; nearly all actives have a fitted effect of over 60% in size
#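 Stable Rab9-luc Huh7, 1500 cells/well, 2 h settle; cmpd in DMSO, 24 h, 37 °C/5% CO2; luciferase reagent 10 min RT; luminescence.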
# Menin-MLL TR inh: inhibitors of human menin-MLL interaction, mutant MLL peptide. Menin + Texas Red MLL mutant peptide, fluorescence polarization. Potency, µM (doses to about 61.6 µM), inactives show at the top dose FP activity change, negative = inhibition, hits mostly inhibitors. O00255. 0.23% of 270,000 active; active = well fitted inhibition curve with a large enough effect in the polarisation, with a control signal flat, not every such curve was filed as active; inconclusive = small, poorly fitted or top-dose-only effect, or effect the other way, or a change in a side signal; inactive = no such curve, though single readings can be large or run the other way; the % refers to the polarisation; note: potency is the fitted concentration of half-maximal effect; % of control where 0% means no effect; many of its hits are not listed in these tables
# Mito fusion act: mitochondrial division inhibition or fusion activation | Potency, µM (series often up to 46.1 µM), for the others: at the top dose growth rescue (activation), actives largely listed as activators | AID 485298 | 0.23% of 320,000 active | S. cerevisiae fusion-defective mutant growth rescue, CellTiterGlo 48 h;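 note: potency is the fitted concentration of half-maximal effect; % of control where 0% means no effect; nearly all actives have a fitted effect of over 45% in size; temperature-sensitive fusion mutants such as fzo1-1 at 37 °C on non-fermentable ethanol glycerol medium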
#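 S. cerevisiae fusion-defective temperature-sensitive mutants (e.g. fzo1-1, mgm1-5) grown 48 h at 37C in YPEG (ethanol/glycerol non-fermentable) medium with 23 nl compound per well; growth rescue read as CellTiterGlo luminescence.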
# VP16 counter: counter-screen for ROR gamma inhibitors: Gal4-VP16 reporter; 3.5% of 310,000 active; Potency, µM (titrated, usually from 53.6 µM), inactives show at the highest dose activity, negative = inhibition, actives largely listed as inhibitors; Drosophila S2 Gal4-VP16 UAS-luciferase, luminescence, 20 h; AID 2546;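 note: Gal4-VP16 expression switched on by copper sulfate through the metallothionein promoter; potency is the fitted concentration of half-maximal effect; % is set by controls: 0 for no effect and ±100 for the full control effect; nearly all actives have a fitted effect of over 50% in size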
# ELG1 DNA repair: ELG1-dependent DNA repair inhibition. HEK293T ELG1-luciferase reporter, luminescence, 16 h; DNA damage induced by 5-fluorouridine. Potency, µM (doses to about 46.1 µM), for inactives: at the top dose activity change, negative = inhibition, most hits filed as inhibitors. 2.3% of 330,000 active. AID 504467; note: potency is the fitted concentration of half-maximal effect; % is set by controls: 0 for no effect and ±100 for the full control effect; nearly all actives have a fitted effect of over 55% in size
#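 Cells (2,000 per well) received 5-fluorouridine plus test compound or DMSO and were incubated 16 hr at 37 °C, 5% CO2. Luciferase activity was read by luminescence 30 min after ONE-Glo addition; signal suppression marked inhibition of damage-induced ELG1 function.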
# NPC1 prom act: activators of NPC1 promoter. Huh7 NPC1 promoter luciferase reporter, 24 h. Potency, µM (top dose mostly 9.22 µM), inactives show at the top dose activation, usual class: activators. 2.4% of 320,000 active;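 note: potency is the fitted concentration of half-maximal effect; % of control where 0% means no effect; nearly all actives have a fitted effect of over 60% in size; reporter is driven by a mutant NPC1 promoter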
#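 Huh7 reporter cells (NPC1 promoter driving luciferase) are dosed with compound for 24 h at 37 °C, 5% CO2; luciferase detection reagent is then added and luminescence measured after 10 min at ambient temperature.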
# PKM2 activator: activators of human pyruvate kinase M2 | 0.34% of 260,000 active | P14618 | purified PKM2, Kinase-Glo ATP luminescence, activation; response scale: 0% is enzyme alone, no compound | Potency, µM (top dose mostly 57.5 µM), without a hit: at the top dose activation, usual class: activators; note: potency is the fitted concentration of half-maximal effect; % is set by controls: 0 for no effect and ±100 for the full control effect; nearly all actives have a fitted effect of over 55% in size
#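 Kinase-Glo luminescence reports ATP generated from ADP (0.1 mM) and PEP (0.5 mM) by purified hPK-M2 after 1 h at room temperature, pH 7.2 imidazole buffer; intermediate enzyme activity allows detecting inhibitors and activators.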
# Starred values were filed as active, the others as inactive; ? = inconclusive; . = no result given; [ ] = remark or other dose. Unless noted, calls come from the whole dose curve; as a rule, active = well fitted curve in the direction sought with a large enough effect; inconclusive = small, poorly fitted or top-dose-only effect, or another doubt; inactive = no such curve, though single readings can be large; an effect the other way counts as inactive or inconclusive. An excerpt, so the mix of outcomes need not match the whole.
SMILES,RORgamma inh,FLuc modulator,KCNH2 3.1 block,MBNL1-CUG inh,Rab9 promoter act,Menin-MLL TR inh,Mito fusion act,VP16 counter,ELG1 DNA repair,NPC1 prom act,PKM2 activator
CCOC(=O)c1ccc(NCc2cccnc2)cc1,36.4%,?,6.7,-10.3%,25.8%,-0.4%,0.5%,24.8%,?,21.0%,2.9%
O=C(CCC(=O)OCC(=O)c1ccccc1)Nc1cccc(Cl)c1,-0.5%,-0.8%,1.1,6.5%,1.5%,8.1%,-1.4%,-3.8%,-1.9%,-4.3%,-3.1%
Cc1cccn2c(=O)c3cc(S(=O)(=O)c4ccccc4)c(=N)n(Cc4ccco4)c3nc12,?,-1.3%,29.9,?,-2.7%,?,0.2%,?,10.6%,-9.1%,24.6%
COc1cc(C(NC(C)=O)NC(C)=O)ccc1OCc1ccccc1,5.5%,-0.9%,15.6,0.4%,-6.3%,-1.5%,-7.8%,-3.4%,-1.6%,-1.7%,-0.4%
Cc1c(C#N)c2ccccc2n1CC(=O)N1CCCC1,-18.6%[10 µM],-8.5%,6.3,-3.0%,9.5%,-3.4%,-1.6%,0.3%,-7.0%,16.0%,-17.8%
COCCNC(=S)N1CCc2cc(OC)c(OC)cc2C1COc1ccc(C(C)C)cc1 (stereo unspecified),-13.2%[10 µM],-2.1%,-18.7,.,-0.9%,0.0%,4.9%,?,9.2µM*,-0.4%,-0.7%
CCOC(=O)C1=C(O)/C(=C\c2ccc(CNC(=O)C(=O)Nc3ccccc3)o2)N=C1C,11.1%,-18.1%,3.2,20.6%,1.1%,.,7.8%,-6.2%,1.7%,-2.6%,1.9%
O=C(c1cccc(Cl)c1)C1CCCN(S(=O)(=O)c2ccccc2)C1 (stereo unspecified),-43.3%,3.7%,-21.9,-1.0%,-0.4%,.,1.6%,0.0%,-27.5%,2.8%,7.4%
O=C(OCC1OC(n2ccc(=O)[nH]c2=O)C(O)C1OC(=O)c1ccccc1)c1ccccc1 (stereo unspecified),2.1%,4.0%,-24.4,-0.2%,-5.4%,-5.6%,0.1%,-18.8%,?,-5.0%,3.3%
COc1ccc(CCNC(=O)C2CCN(S(=O)(=O)c3ccc(C)cc3)CC2)cc1,?,0.8%,12.2,-7.1%,-0.4%,-21.0%,-4.4%,-0.3%,10.9%,-1.2%,3.8%
Cc1cc(C)cc(OCC(=O)Nc2ccccc2C(=O)NCc2ccco2)c1,-4.7%,-0.2%,-4.9,-5.5%,-6.0%,-0.9%,6.4%,3.4%,?,-1.5%,3.1%
Cc1ccnc2nc(C(=O)NCCc3ccc(F)cc3)nn12,14.0%,1.0%,19.7,-3.1%,3.5%,-3.6%,-2.3%,-4.7%,12.3%,13.2%,-6.7%
COc1cc(NC(=O)c2cc(-c3cccnc3)nc3ccc(Br)cc23)cc(OC)c1,?,1.8%,1.1,3.7%,-8.6%,37.3%[activator],-0.6%,-27.1%,1.8%,-9.2%,3.0%
Cn1c(NNC(=O)CCC2CCCCC2)cc(=O)n(C)c1=O,-2.5%,-24.2%,6.3,7.7%,-8.7%,9.1%,-4.8%,-20.2%,11.6%,0.8%,-0.3%
CSc1ccc(CCNC(=O)CCc2nnc3ccc(N4CCOCC4)nn23)cc1,28.0%,-1.6%,0.4,-2.2%,1.9%,-18.4%,-0.6%,7.3%,20.0%,-6.3%,-0.2%
COc1ccc(C(=O)OCC(=O)NCCCc2ccccc2)cc1[N+](=O)[O-],7.8%,-3.3%,4.8,?,-11.0%,-10.7%,-0.6%,-1.8%[10 µM],8.8%,-3.8%,16.1%
Cc1ccc(CCNC(=O)c2cc(S(=O)(=O)N3CCCC3)cn2C)cc1,38.3%,?,0.2,-8.7%,-2.7%,7.0%,-1.6%,1.6%,0.8%,-3.3%,0.1%
Cc1nc2nc[nH]n2c(=O)c1CCOC(=O)c1c(F)cccc1F,-0.4%,?,-5.1,-10.1%,3.0%,9.4%,6.6%,4.6%,-2.9%,-2.3%,-0.5%
CCc1cccc(NS(=O)(=O)c2ccc3c(c2)N(C)CCO3)c1,44.7%,2.1%,20.6,0.0%,-18.2%,.,11.5%,?,-5.5%,-10.0%,.
COc1ccccc1NC(=O)CSc1nnc(Cc2cccs2)n1C,.,-1.5%,9.3,.,-5.2%,.,9.6%,.,7.0%,-0.6%,.
Cc1c(C(=O)OCC(=O)N(C)Cc2ccc(Cl)cc2)oc2ccccc12,.,.,19.5,.,7.5%,.,21.9%,.,0.2%,0.4%,.
O=C(NCCN1C(=O)S/C(=C\c2cccnc2)C1=O)C1=NN(c2ccccc2)C(=O)CC1,-28.5%,0.5%,13.2,3.0%,-1.6%,-2.9%,7.5%,4.1%,3.0%,-0.7%,?
O=C(NNC(=O)c1ccc([N+](=O)[O-])cc1C(=O)O)c1ccncc1,-9.0%,-0.7%,-15.3,?,-1.7%,15.8%,3.0%,6.6%,9.0%,-1.4%,.
CCOCCCNS(=O)(=O)c1ccc(NC(=O)c2ccc([N+](=O)[O-])cc2Cl)cc1,?,-1.0%,-1.8,?,3.7%,1.0%,-2.4%,-4.7%,-0.9%,-2.8%,-5.0%
O=C(O)CCCn1cc(NC(=O)c2cccc(F)c2)cn1,-2.5%,-1.2%,0.6,-8.9%,-0.4%,4.0%,2.4%,5.4%,1.7%,0.1%,-9.5%
# The listing continues:
SMILES,RORgamma inh,FLuc modulator,KCNH2 3.1 block,MBNL1-CUG inh,Rab9 promoter act,Menin-MLL TR inh,Mito fusion act,VP16 counter,ELG1 DNA repair,NPC1 prom act,PKM2 activator
Nn1c(Cc2cccc3ccccc23)nnc1SCC(=O)NCC1CCCO1 (stereo unspecified),.,-2.8%,10.6,.,-1.1%,.,-3.0%,.,3.0%,1.7%,.
Cc1sc(N2C(=O)C3C4C=CC(C4)C3C2=O)c(C#N)c1C (stereo unspecified),-5.4%,2.5%,0.8,-11.8%,-3.0%,-2.7%,2.8%,-6.6%,-0.6%,-2.2%,-1.1%
Cc1ccccc1C(=O)N1CCC(C(=O)N(C)CC(=O)Nc2cccc(F)c2)CC1,11.4%,2.3%,15.2,-1.7%,3.9%,.,-1.2%,9.9%,0.9%,-0.6%,1.7%
O=C(COC(=O)C1(c2ccccc2F)CCCC1)NCc1ccc2c(c1)OCO2,32.2%,-1.6%,-18.5,-6.0%,-2.5%,-3.1%,?,-29.7%,?,-1.6%,16.3%
Cc1cccc(-c2nc(CSCC(=O)NCCCN3CCOCC3)c(C)o2)c1,-4.2%,-5.1%,1.5,-0.3%,0.0%,8.1%,1.2%,-2.5%,-0.5%,3.5%,1.2%
c1ccc(Oc2cccc(OCCn3cncn3)c2)cc1,13.8%,?,14.9,-3.4%,6.3%,-16.9%,0.4%,4.5%,16.9%,0.1%,0.5%
O=C(N/N=C/c1ccc(-c2ccccc2Cl)o1)c1ccccc1,3.55µM*,13.5µM*,-6.7,-3.1%,16.2%,6.3%,-8.3%,7.94µM*,-15.3%,0.3%,6.9%
CCCCn1c(SCC(=O)Nc2cc(C(F)(F)F)ccc2Cl)nnc1C(CC)N(C)C (stereo unspecified),-24.9%,1.9%,8.3,.,-3.0%,-11.3%,-1.6%,9.0%,-20.0%,-1.1%,3.5%
CCOc1ccc(S(=O)(=O)N(CC)CC)cc1N,-13.2%,-1.5%,-4.7,-3.2%,-2.1%,8.5%,4.1%,-1.2%,14.1%,-0.2%,-4.7%
CC(C)(C)C(CN1CCCC1)OC(=O)c1ccccc1 (stereo unspecified),-10.0%,1.0%,9.1,-10.1%,0.0%,?,0.3%,-2.6%,3.3%,2.5%,.
Cc1ccc(N(CCC#N)C(=O)CCl)cc1C,?,12.3%,.,-6.6%,-42.1%[inhibitor],-3.5%,14.0%,-25.9%,18.4µM*,-34.8%[inhibitor],0.4%
CC(=O)Nc1cccc(-c2csc(Nc3cccc(C)n3)n2)c1,-31.9%,2.39µM*,-6.6,-1.8%,1.58µM*,.,1.9%,?,?,0.708µM*,-9.1%
COC(=O)c1ccc(Nc2cc(C)nc3ccccc23)cc1,-44.8%,-3.0%,15.0,.,-18.1%,.,2.8%,?,?,-26.5%,-0.1%
Fc1ccc(-n2nnc(-c3nccs3)n2)cc1,?,3.38µM*,.,0.0%,0.501µM*,1.5%,-1.2%,?,?,0.501µM*,-31.1%
CC(C)N1C(=O)CSC1c1ccc(Br)cc1 (stereo unspecified),-39.7%,-2.8%,18.9,2.5%,-1.7%,-6.8%,4.0%,23.2%,-10.0%,-0.2%,1.2%
